# Source: PubChem (several laboratories)
# IEC-6 tox – kills IEC-6 intestinal cells in KLF5 counter-screen. inhibition, % at 5 µM. IEC-6 cytotoxicity, luminescence viability. 0.78% of 290,000 active; in the data active = inhibition above about 22%;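 note: 0% = plate median of test compound wells and 100% = cytotoxic reference compound wells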
# aSyn UTR inh – 5' untranslated region of α-synuclein, MLPCN primary screen; alpha-synuclein 5'UTR reporter, inhibitor activity; inhibition, % (tested at 7.5 µM); 0.82% of 300,000 active; in the data active = inhibition above about 60%;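 note: H4 neuroglioblastoma cells stably carrying SNCA 5'UTR luciferase fusion; 0% = DMSO wells and 100% = positive control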
# HIF act – HIF pathway transcriptional activation | U2OS HRE-luciferase reporter, luminescence; normalized: DMSO 0%, desferrioxamine 100% | activation, % at 7.5 µM (by protocol) | 0.32% of 300,000 active | AID 1910;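 active = mean activation of at least 10% of the iron chelator positive control signal, with at least half of replicates also reaching 10%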
# TRPC4 inh – blocks the mouse TRPC4 cation channel | Q9QUQ5 | HEK293 TRPC4beta/mu-opioid, DAMGO-evoked Fluo4 calcium flux; hits give low values | B-score at 10 µM | 0.39% of 300,000 active;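 active = B-score over 3 SD under the library average, no early fluorescence shift, positive overall ratio signal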
#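 Material: HEK293 cells with stable TRPC4beta plus mu-opioid receptor expression / Probe or stimulus: DAMGO in two steps, submaximal then maximal / Compound: single concentration per test compound / Technique: kinetic Fluo4 fluorescence imaging of calcium influx / Read-out: per-well B score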
# TRPC6 inh – inhibitors of mouse TRPC6 channel; 1.1% of 310,000 active; B-score at 10 µM; AID 2553; HEK293-TRPC6, membrane potential dye, ACh-evoked depolarization; hits give low values; Q61143;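 active = B-score under library mean minus 3 SD, initial fluorescence not abnormally high, positive integrated signal ratio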;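 note: B-score derived from integrated fluorescence ratio over the kinetic read; more negative B-score means stronger inhibition of depolarization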
# Target sequence (Q61143 whole entry, looked up): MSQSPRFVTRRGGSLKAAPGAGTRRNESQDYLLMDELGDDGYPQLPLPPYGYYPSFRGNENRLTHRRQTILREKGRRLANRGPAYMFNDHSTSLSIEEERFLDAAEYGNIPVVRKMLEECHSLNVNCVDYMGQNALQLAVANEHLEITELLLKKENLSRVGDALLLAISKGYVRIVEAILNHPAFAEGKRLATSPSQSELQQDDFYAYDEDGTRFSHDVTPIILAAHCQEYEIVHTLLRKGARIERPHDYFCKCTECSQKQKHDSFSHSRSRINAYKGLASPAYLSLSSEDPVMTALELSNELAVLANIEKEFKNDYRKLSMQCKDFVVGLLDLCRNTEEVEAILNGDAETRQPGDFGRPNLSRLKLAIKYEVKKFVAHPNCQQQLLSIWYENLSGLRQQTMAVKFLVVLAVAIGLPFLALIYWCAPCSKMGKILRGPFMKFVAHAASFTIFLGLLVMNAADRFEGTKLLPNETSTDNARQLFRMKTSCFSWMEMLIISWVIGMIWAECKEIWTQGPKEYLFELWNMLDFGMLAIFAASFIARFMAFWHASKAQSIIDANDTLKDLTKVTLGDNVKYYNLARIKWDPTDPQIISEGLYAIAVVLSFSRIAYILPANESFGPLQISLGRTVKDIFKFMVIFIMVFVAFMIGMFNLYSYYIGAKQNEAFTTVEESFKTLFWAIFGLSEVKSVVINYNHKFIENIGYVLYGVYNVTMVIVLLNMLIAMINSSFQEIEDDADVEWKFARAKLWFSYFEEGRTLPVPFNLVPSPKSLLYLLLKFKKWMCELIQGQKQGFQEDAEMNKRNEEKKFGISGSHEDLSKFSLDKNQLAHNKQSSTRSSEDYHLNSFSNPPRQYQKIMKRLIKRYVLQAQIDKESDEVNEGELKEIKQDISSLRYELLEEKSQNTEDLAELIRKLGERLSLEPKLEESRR
# KLF5 inhibitor – suppresses KLF5 promoter-driven expression; DLD-1 KLF5 promoter-luciferase reporter, luminescence; inhibition, % at 5 µM; 0.23% of 290,000 active;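 active = inhibition above a per-plate limit of that plate's mean compound inhibition plus 3 SD, cut at about 60% in these data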;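 note: 0% = DMSO wells and 100% = LY294002 at 200 µM; higher means less KLF5 promoter-driven luciferase light; inactives centre near -14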
# SKKanGAS inh – SKKanGAS growth inhibition; S. pyogenes SKKanGAS, kanamycin growth, BacTiter-Glo, 6 h; inhibition, % at 7.5 µM; 1.3% of 300,000 active; AID 1662;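 active = mean replicate score, as percent of positive control median, at least 50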;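 note: strain carries kanamycin resistance gene driven by streptokinase promoter and grows in 40 µg/ml kanamycin; loss of luminescence reflects streptokinase promoter inhibition or plain growth inhibition; 0% = median of DMSO wells and 100% = positive control at its reference dose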
# TRPC6 activator – activators of mouse TRPC6 channel. HEK293-TRPC6 membrane potential dye fluorescence; hits give high values. B-score at 10 µM. 0.13% of 310,000 active;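 active = B-score of the integrated fluorescence ratio above library mean plus 3 SD, and starting fluorescence ratio within library mean plus 5 SD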;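 note: higher score means more depolarization so channel activation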
# TRPC4 act – activators of mouse TRPC4 channel | HEK293 TRPC4beta/mu-opioid, Fluo4 calcium fluorescence; hits give high values | B-score at 10 µM | 0.49% of 310,000 active | AID 2237;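 active = B-score above 5 SD of library B-scores, and initial fluorescence ratio not above library mean plus 5 SD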;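 note: positive B-score marks a calcium rise read as TRPC4 activation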
#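 Material: TRPC4beta and mu-opioid receptor HEK293 stable cells | Incubation: 45 min room-temperature Fluo4 loading, 110 s read | Detection: Kinetic Fluo4 calcium fluorescence | Measure: Integrated baseline-normalised fluorescence ratio, converted to per-well B score | Benchmarks: Low control buffer alone, high control maximal DAMGO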
# MrgX1 antagonist – antagonists of human MrgX1 receptor; MRGX1-HEK293 calcium flux, Fluo-4, BAM8-22 antagonism; hits give low values; B-score at 10 µM; 1.3% of 310,000 active; AID 588676;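 active = calcium-response B-score plate-corrected more than 3 library SD below zero, starting fluorescence within 5 deviations, no agonist response on first addition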;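 note: peak minus trough fluorescence over baseline after final BAM8-22 challenge near maximal dose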
# TRPC4 potent – allosteric potentiators of mouse TRPC4 channel. Q9QUQ5. HEK293 TRPC4beta/mu-opioid, DAMGO EC20, Fluo-4 Ca2+ flux; hits give high values. B-score at 10 µM. 0.42% of 310,000 active. AID 2227;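 active = B-score of calcium response area above 5 SD of library B-scores, with initial fluorescence ratio within 5 SD of library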;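 note: B-score of integrated fluorescence ratio over time as area under calcium response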
# An asterisk follows results filed as active; i = inactive; nt = not tested or not shown.
SMILES,IEC-6 tox,aSyn UTR inh,HIF act,TRPC4 inh,TRPC6 inh,KLF5 inhibitor,SKKanGAS inh,TRPC6 activator,TRPC4 act,MrgX1 antagonist,TRPC4 potent
O=C(O)CSc1ccc2ccccc2n1,1,-2,0.3,i,i,-22,-2,i,i,i,i
CN(C)c1ccc(/C=C2\CCCCC2=O)cc1,-6,-104,1.2,i,i,-120,1,i,i,i,i
O=C(CSc1ccc(-c2cccnc2)nn1)N1CCCCC1,-4,-19,-0.1,i,i,-48,1,i,i,i,i
Clc1ccc(C(c2nnnn2CCc2ccccc2)N2CCSCC2)cc1 (stereo not drawn),1,14,0.0,i,i,7,1,i,i,i,i
Nc1c(C(=O)N2CCOCC2)sc(=S)n1-c1ccccc1,-7,-9,0.1,i,i,-40,7,i,i,i,i
COC(=O)c1n[nH]n(-c2cc(Cl)cc(Cl)c2)c1=O,-1,-18,0.0,i,i,15,0,i,i,i,i
O=C(CC(c1ccccc1)c1cc(Cl)ccc1O)N1CCCC1 (stereo not drawn),-1,7,-0.2,i,i,-14,9,i,i,i,i
COc1ccc(C(=O)C(CO)Oc2ccccc2OC)cc1OC (stereo not drawn),-1,15,-0.1,i,i,-13,-5,i,i,i,i
COc1ccc(-c2nc3ccccc3n2Cc2ccccc2)cc1,3,-14,0.5,i,i,-4,9,i,i,i,i
COc1cc(NC(=O)CSc2nc3c(c(=O)[nH]2)CCCC3)cc(OC)c1OC,6,18,-0.6,i,i,-7,13,i,i,i,i
COc1cccc(C2CC(c3ccc(C)cc3)Nc3nc(N)nn32)c1 (stereo not drawn),3,9,-0.1,i,i,-14,-6,i,i,i,i
Fc1ccc(NC(=S)NNc2ncc(C(F)(F)F)cc2Cl)c(F)c1,5,27,0.1,i,-6.5*,-1,10,i,i,i,i
Cc1nc(NC(=O)c2ccccc2)nc2cc3c(cc12)OCO3,-1,-127,2.4,i,i,-57,-4,i,i,i,i
Cn1c(Cc2c[nH]c3ccccc23)n[nH]c1=S,-5,34,-0.4,i,i,-11,3,i,i,i,i
COc1ccc(S(=O)(=O)NC(CC(=O)NCCc2ccc(OC)c(OC)c2)c2ccco2)cc1 (stereo not drawn),-2,0,-0.1,i,i,-46,1,i,i,i,i
O=C(CSc1nnc2sc3ccccc3n12)NCc1ccco1,2,-17,0.2,i,i,-17,-3,i,i,i,i
C=CCn1c(COc2ccccc2-c2ccccc2)nnc1SCC(=O)NC(=O)NCc1ccco1,-1,-1,0.0,i,i,-14,5,i,i,i,i
O=C(CNc1cc(S(=O)(=O)N2CCOCC2)ccc1N1CCCC1)NCc1ccco1,-6,-4,0.2,i,i,-11,-7,i,i,i,i
O=C(NCc1ccc2c(c1)OCO2)c1cc(-c2cc(Cl)ccc2O)n[nH]1,-3,-15,1.2,i,i,-7,-6,i,i,i,i
Cc1ccc(CN2C3=NCCN3c3ccccc32)cc1,-1,-3,0.3,-6*,i,-1,-2,i,i,i,i
O=C(c1ccc(Cl)cc1)N1CCCCC(Cl)C1=O (stereo not drawn),4,-1,0.3,i,i,-26,15,i,i,i,i
CC1SCC(=NOCc2c(Cl)cccc2Cl)CS1 (stereo not drawn),5,-40,0.8,i,i,25,17,i,i,i,i
CCOc1ccccc1NC(=O)c1ccccc1-c1nc(-c2ccccc2OC)no1,5,nt,nt,i,i,-17,nt,i,i,i,i
Oc1ccccc1-c1cc(-c2ccccc2)no1,-4,-133,1.6,i,i,-99,-3,i,i,i,i
CCCCC(=O)Nc1ccccc1N1CCN(c2ccccc2)CC1,5,-13,0.2,i,i,-8,25,i,i,i,i
CCc1ccc(-n2c(SCC(=O)Nc3ccc(C(=O)O)cc3)nnc2-c2ccncc2)cc1,6,-5,0.2,i,i,-23,-2,i,i,i,i
CCOC(=O)N1CCN(S(=O)(=O)c2ccc(Br)s2)CC1,3,-15,-0.2,i,i,-23,-1,i,i,i,i
COc1cc(C(=O)OCC(=O)NCCN2C(=O)CSC2=O)ccc1OCc1c(C)noc1C,1,-5,-0.5,i,i,-28,7,i,i,i,i
COc1cccc2c1Oc1ncccc1N(C(=O)CCC(=O)NCc1ccc(F)cc1)C2,1,-10,nt,i,i,-21,1,i,i,i,i
CCC(C)(C)n1nnnc1CN(Cc1cc2cc(OC)c(OC)cc2[nH]c1=O)C1CCCC1,-1,-7,-0.2,i,i,-14,-16,i,i,i,i

# Record cards, as listed above. Order of values: IEC-6 tox	aSyn UTR inh	HIF act	TRPC4 inh	TRPC6 inh	KLF5 inhibitor	SKKanGAS inh	TRPC6 activator	TRPC4 act	MrgX1 antagonist	TRPC4 potent
# Record of `COc1cccc2c1Oc1ncccc1N(C(=O)CCC(=O)NCc1ccc(F)cc1)C2` → 1	-10	nt	i	i	-21	1	i	i	i	i
# Record of `O=C(CSc1nnc2sc3ccccc3n12)NCc1ccco1` → 2	-17	0.2	i	i	-17	-3	i	i	i	i
# Record of `CC1SCC(=NOCc2c(Cl)cccc2Cl)CS1` (stereo not drawn) → 5	-40	0.8	i	i	25	17	i	i	i	i
# Record of `Cc1ccc(CN2C3=NCCN3c3ccccc32)cc1` → -1	-3	0.3	-6*	i	-1	-2	i	i	i	i
# Record of `CCCCC(=O)Nc1ccccc1N1CCN(c2ccccc2)CC1` → 5	-13	0.2	i	i	-8	25	i	i	i	i

# The results go on:
SMILES,IEC-6 tox,aSyn UTR inh,HIF act,TRPC4 inh,TRPC6 inh,KLF5 inhibitor,SKKanGAS inh,TRPC6 activator,TRPC4 act,MrgX1 antagonist,TRPC4 potent
Cc1nccn1CC(O)COc1ccc([N+](=O)[O-])cc1 (stereo not drawn),-4,11,-13,i,i,-35,-3,i,i,i,i
C=CCc1cccc(CNc2ccc(S(=O)(=O)Nc3nccnc3OC)cc2)c1O,5,28,-0.3,i,i,-11,4,i,i,i,i
CCOC(=O)c1c2c(n(C)c1C)C(=O)C(=O)c1ccc(Br)cc1-2,4,110*,-7.6,i,i,-13,59*,i,i,i,i
NC(=O)c1sc(=S)n2c1[nH]c(=O)c1sccc12,-8,6,0.5,i,i,22,4,i,i,i,10*
CCOc1ccc(S(=O)(=O)N2CCCC(C(=O)N3CCN(c4ccccc4)CC3)C2)cc1 (stereo not drawn),0,-5,0.4,i,i,-26,-18,i,i,i,i
O=C(N[C@@H](Cc1ccccc1)C(=O)N1CCC2(CC1)NCCc1[nH]cnc12)c1cccc(Br)c1,-2,45,-0.4,i,i,-25,-3,i,i,i,i
Cn1/c(=N\NC(=O)C2CCCCC2)sc2ccccc21,-2,-141,3.1,i,i,-52,-14,i,i,i,i
CCCCn1c(SCC(=O)N2CCOCC2)nc2c1c(=O)n(C)c(=O)n2C,4,12,0.7,i,i,5,4,i,i,i,i
O=C(CCN1C(=O)C2C3C=CC(C3)C2C1=O)Nc1c(F)cccc1F (stereo not drawn),1,19,-0.2,i,i,-21,-4,i,i,i,i
N#CCCN1CCN(C(=O)c2c(N)no[n+]2[O-])CC1,-3,-1,0.7,i,i,-16,-1,i,i,i,i
COc1ccc(C(=O)/C=C(\N)C(F)(F)F)c(O)c1,-9,28,0.1,i,i,-16,-21,i,i,i,i
CCCc1cc(=O)[nH]c(SCC(=O)N2CCC(C(=O)OCC)CC2)n1,3,18,-9.5,i,i,-18,-1,i,i,i,i
CCCCNC(=O)c1cn(C)c2ccc(S(=O)(=O)N3CCCC3)cc2c1=O,5,14,-0.4,i,i,-8,-4,i,i,i,i
Cc1cccc(/C=C/c2onc(C)c2S(=O)(=O)N2CCC(C(=O)NC(C)C)CC2)c1,-6,-23,-0.1,i,i,4,4,i,i,i,i
O=c1c(-c2ccc3c(c2)OCCO3)coc2cc(O)cc(O)c12,-2,-45,1.3,i,i,-196,4,i,i,i,i
Cc1ccc(S(=O)(=O)N2CCCCC2C(=O)O)cc1 (stereo not drawn),3,6,0.4,i,i,-21,2,i,i,i,i
Cc1ccc(OC(F)F)c(NC(=O)Nc2cccc(C(F)(F)F)c2)c1,-1,30,-0.9,nt,i,-10,39,i,i,i,i
COc1ccccc1C(=O)NC(=O)COC(=O)C1CC1,nt,-8,0.5,i,i,nt,-5,i,i,i,i
COc1cccc(C(=O)N2CCn3c2nc2ccccc23)c1,-6,-12,1.5,i,i,-33,-29,i,i,i,i
CCCCCC(=O)N/N=C(\C)c1ccc(N2CCCCC2)cc1,8,-65,2.1,i,i,-28,2,i,i,i,i
c1cc2[nH]snc2c2nc(C3CC3)nc12,-2,-43,1.6,i,i,-20,-2,i,i,i,i
Cn1nc(C(=O)N2CCN(c3ccccn3)CC2)c2ccccc2c1=O,nt,18,0.9,i,i,nt,0,i,i,i,i
CCOC(=O)Cc1csc(NC(=O)/C=C/c2cccc(Br)c2)n1,-3,-30,-0.1,i,i,-35,-4,i,i,i,i
CC(C)OCCCN1CC(=O)N2[C@@H](Cc3c([nH]c4ccccc34)C2(C)C)C1=O,1,14,0.3,i,i,-6,-4,i,i,i,i
O=C1CSC(c2c(F)cccc2Cl)N1c1cccc(F)c1 (stereo not drawn),-2,-13,-0.8,i,-5.1*,-36,5,i,i,i,i
O=C(O)COc1ccc2c(c1)CCCC2,0,-25,-0.1,i,i,-5,-9,i,i,i,i
Cc1cccc(N2CCC(N3CCN(C4CCCCC4)C(CCO)C3)CC2)c1C (stereo not drawn),9,-19,-1.7,i,i,-18,-8,i,i,i,i
Cc1cc(Cl)ccc1C(=O)C1CCCN(C(=O)/C=C/c2cnn(C)c2)C1 (stereo not drawn),-3,17,0.0,i,i,-8,0,i,i,i,i
CN1CC(=O)NC1=NC(=O)c1ccc(Cl)c(S(=O)(=O)N2CCCCCC2)c1,-3,2,-4.2,i,i,-10,-11,i,i,i,i
COc1ccc(C(=S)Nc2ccc(C)cc2)cc1,0,-153,3.4,i,i,-110,6,i,i,i,i
COc1ccccc1OCCNC(=O)c1ccc(S(=O)(=O)N(C)C)cc1,0,-14,-0.3,i,i,-23,-5,i,i,i,i
COc1cc2c(cc1NC(=O)c1cc(-c3cccnc3)nc3ccc(C)cc13)oc1ccccc12,1,18,-0.4,i,i,-19,9,i,i,i,i
